M. tuberculosis = growth inhibition of non-replicating M. tuberculosis (AID 488890) | 320,000 tested, 0.39% active | one-dose inhibition, % at 25 µM; IC50 in µM for titrated hits | Mycobacterium tuberculosis non-replicating, growth inhibition; higher % means a stronger effect; in the data active means a potency from the dose series; inconclusive means inhibition mostly from about 82% at the one dose, without a potency; inactive means the rest, 99 in 100 with inhibition below about 76%;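 further: plate controls were DMSO cells for no effect and high antibiotic wells for full effect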
inhibitors of VEEV = inhibitors of VEEV TC-83 cytopathic effect, confirmation, Vero cells (AID 588727). 350,000 tested, 0.13% active. inhibition, % at 20 µM, or IC50 in µM where a hit was titrated. Vero cells, VEEV TC-83 cytopathic effect inhibition; higher % means a stronger effect; in the data active means a potency from the dose series; inconclusive means inhibition mostly from about 14% at the one dose, without a potency; inactive means the rest, 99 in 100 with inhibition below about 12%; further: strong numbers were not always called active
M. tuberculosis HTS = M. tuberculosis growth inhibition, HTS (AID 449762) | one-dose inhibition, % at 25 µM; IC50 in µM for titrated hits | 330,000 tested, 0.59% active | M. tuberculosis H37Rv growth inhibition, 7H9 media; higher % means a stronger effect; in the data active means a potency from the dose series; inconclusive means inhibition above about 70% without an active follow-up result;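 further: bacterial growth assessed after seven days of incubation; strong numbers were not always called active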
PhoP GFP inhibition = PhoP regulon inhibitors, Salmonella typhi PhoP promoter GFP reporter, confirmatory (AID 1850); Salmonella Typhi PhoP-promoter GFP reporter, fluorescence, 4 h; higher % means a stronger effect; inhibition, % at 50 µM; hits with a dose series show IC50 in µM; 310,000 tested, 0.33% active; in the data active means a potency from the dose series; inconclusive means inhibition mostly from about 25% at the one dose, without a potency; inactive means the rest, 99 in 100 with inhibition below about 19%;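 further: 0% = induced wells with vehicle and 100% = uninduced wells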
influenza NS1A = NS1A inhibition, H1N1 influenza, cell based functional assay (AID 504329). NS1A functional cell-based assay, percent inhibition; higher % means a stronger effect. 340,000 tested, 0.3% active. inhibition, % at 12.5 µM; hits with a dose series show IC50 in µM; in the data active means a potency from the dose series; inconclusive means inhibition above about 27% without an active follow-up result; further: strong numbers were not always called active
inhibitors of VEEV 10K pilot screen = also measured in inhibitors of VEEV; calls as there; inhibition, %; measured here: 10K pilot screen inhibition
* marks the source's active call; other numbers are inactive results; i = inactive; ? = inconclusive; . = not tested or not shown.

SMILES	M. tuberculosis	inhibitors of VEEV	M. tuberculosis HTS	PhoP GFP inhibition	influenza NS1A	others
Cc1ccc(S(=O)(=O)N2CCC(C(=O)Nc3cc(C(F)(F)F)ccc3N3CCOCC3)CC2)cc1C	-11.0%	2.8%	2.6%	-7.2%	-6.9%
CCN1CCSc2ccc(C(=O)NCc3ccc(OC(C)C)cc3)cc21	8.9%	1.6%	-9.0%	-2.5%	5.8%	inhibitors of VEEV 10K pilot screen=2.6
CNCCOc1ccccc1C(C)(C)C	8.0%	i	-0.3%	-2.5%	-6.3%
CCc1ccc(NC(=O)CSCc2ccc(C(=O)O)cc2)cc1	3.6%	0.5%	40.2%	6.2%	-11.1%
CC(=O)c1c(C)[nH]c(C(=O)Nc2cc(S(=O)(=O)N3CCCCC3)ccc2C)c1C	8.4%	10.0%	-4.6%	.	-3.3%
CC(=O)Nc1ccc(NC(=O)C(C)OC(=O)CCC(=O)c2ccc(F)cc2)cc1 (centres undefined)	17.5%	1.4%	4.5%	3.5%	-0.8%
CCCCn1c(N)c(N(CC)C(=O)c2ccc(C#N)cc2)c(=O)[nH]c1=O	-8.3%	i	3.4%	6.2%	7.4%
O=C(OCCOc1ccccc1F)c1cccc(S(=O)(=O)N2CCOCC2)c1	2.6%	0.1%	-3.2%	.	-4.3%
CCCCOc1ccc(-c2csc(N)n2)cc1[N+](=O)[O-]	49.9%	6.6%	?	-3.0%	5.0%
COc1cccc(C2(O)C(=O)Nc3ccccc32)c1 (centres undefined)	-1.3%	7.3%	-8.1%	1.4%	-14.0%
Cc1ccc(NC(=O)c2cc(NC(=O)c3ccco3)ccc2N2CCOCC2)cc1Cl	-8.0%	1.0%	-3.1%	19.4%	1.9%
CC(C)c1c(C(=O)N/N=C/c2ccncc2)nnn1-c1nonc1N	26.0%	0.5%	0.7%	-4.9%	-26.1%
O=C(COC(=O)c1ncc(Cl)c(Cl)c1Cl)NC(=O)c1ccccc1	2.4%	0.7%	-9.3%	6.3%	7.5%
O=C(Nc1cccnc1Cl)c1ccc(S(=O)(=O)N2CCCCCC2)cc1	16.8%	?	-3.1%	5.5%	2.1%
O=C1C(=O)c2ccccc2C(O)=C1c1cccc([N+](=O)[O-])c1	29.4%	9.8%	-1.5%	-1.3%	.

Fetched by structure from the entries so far:
SMILES	M. tuberculosis	inhibitors of VEEV	M. tuberculosis HTS	PhoP GFP inhibition	influenza NS1A	others
CC(C)c1c(C(=O)N/N=C/c2ccncc2)nnn1-c1nonc1N	26.0%	0.5%	0.7%	-4.9%	-26.1%
O=C(Nc1cccnc1Cl)c1ccc(S(=O)(=O)N2CCCCCC2)cc1	16.8%	?	-3.1%	5.5%	2.1%

Additional entries follow:
SMILES	M. tuberculosis	inhibitors of VEEV	M. tuberculosis HTS	PhoP GFP inhibition	influenza NS1A	others
Cc1c(CCC(=O)NCCCCCC(=O)O)c(=O)oc2cc3occ(-c4ccccc4)c3cc12	-5.7%	2.4%	1.9%	11.1%	-5.1%
CC(C)[C@H](NC(=O)c1ccccc1Cl)C(=O)OCC(=O)NC(=O)NCc1ccco1	4.2%	0.9%	0.8%	.	0.2%
Nc1nc(SCc2ccc(Cl)cc2Cl)n[nH]1	1.7%	5.0%	-0.9%	2.0%	-0.7%
COC(=O)c1sc(NC(=O)C(C)C)c(C(=O)OC)c1C	-0.5%	1.4%	-1.2%	-3.8%	0.2%
CN(c1ccccc1)S(=O)(=O)c1cccc(C(=O)NC2CCCC2)c1	4.4%	i	-1.9%	.	-16.5%
OC[C@H]1O[C@@H](Oc2ccc(O)cc2)[C@H](O)[C@@H](O)[C@@H]1O	.	0.1%	.	.	-1.5%
O=C(c1ccco1)N1CCN(C(=O)c2cnn(-c3cccc(F)c3)c2C2CCNCC2)CC1	4.8%	0.3%	3.0%	2.3%	-0.9%
CCN(C(=O)Cn1c(=O)n(-c2cc(OC)c(OC)c(OC)c2)c(=O)c2ccccc21)c1cccc(C)c1	-3.7%	0.5%	-9.5%	6.0%	-10.4%
Cc1ccc2nc(=O)c(NNc3ccccc3)cnc2c1	59.1%	8.3%	16.5µM*	-6.4%	-1.7%
C=CCC(NC(=O)Cc1ccccc1)C(=O)NCCC (centres undefined)	.	0.0%	4.3%	.	2.4%
Cc1c(NC(=S)NC(=O)c2cccc(Cl)c2)c(=O)n(-c2ccccc2)n1C	6.0%	0.4%	1.2%	-8.8%	0.6%
O=C(c1ccc(Cl)cc1[N+](=O)[O-])N1CCc2ccccc2C1	3.7%	1.4%	-1.1%	-5.8%	6.0%
COc1cc(NC(=O)C2CC2C)c(C(=O)O)cc1OC (centres undefined)	9.4%	0.2%	6.4%	-1.1%	18.0%
Cc1onc(-c2c(Cl)cccc2Cl)c1COC(=O)c1ccc(Cl)cc1	16.1%	1.3%	7.0%	-9.6%	-1.2%
CCc1ccc(CNC(=O)c2cc3c(C)nc4ccccc4c3o2)cc1	60.9%	5.7%	5.6%	12.8%	10.3%
Cc1ccc(-c2nn(-c3ccc(F)cc3)cc2C(=O)NC2CCC(O)CC2)cc1 (centres undefined)	-7.7%	10.3%	-2.2%	0.1%	-4.8%
CC(C(=O)NC1CCCCC1)N1CCN(S(=O)(=O)c2cccs2)CC1 (centres undefined)	25.2%	i	-6.5%	.	-19.4%
Cn1nc(C(F)(F)F)c(-c2ccc(Br)cc2)c1NC(=O)Nc1ccc(F)cc1F	0.8%	i	-2.2%	4.3%	-0.2%
Cc1ccc(CNC(=O)C2CCC(=O)N(CCCN3CCOCC3)C2)cc1 (centres undefined)	-6.0%	0.1%	0.2%	-11.9%	-6.7%
COc1ccccc1C(=O)O/N=C1/CCCc2c1ccc(OC)c2[N+](=O)[O-]	26.3%	2.0%	1.2%	-3.0%	-0.5%
CCCC(=O)NCCc1cc2ccc(OC)cc2[nH]c1=O	-3.6%	0.3%	5.8%	-7.6%	-0.1%
Cc1ccc(C(=O)c2nocc2C(=O)c2cccs2)cc1	39.4%	1.7%	4.9%	-5.0%	4.3%
COc1ccc(C(=O)N2CC(=O)Nc3ccccc32)cc1S(=O)(=O)N1CCCC1	-11.3%	i	-6.5%	8.2%	-3.7%
Cc1cc(=O)nc2c3ccccc3n(CC(=O)NCCCN3CCCC3=O)n12	-14.0%	i	2.2%	-7.7%	11.9%
O=C(CN1CCN(S(=O)(=O)c2ccc3ccccc3c2)CC1)Nc1ccc(N2CCOCC2)cc1	13.8%	0.2%	2.3%	-7.4%	4.9%
O=C(CCCNC(=O)c1ccc(Cl)cc1)Nc1cccc(F)c1	14.7%	i	2.0%	3.0%	-1.5%
CC1CCc2sc3ncnc(N4CCN(CCO)CC4)c3c2C1 (centres undefined)	16.5%	i	6.2%	5.5%	-23.5%
COc1ccc(CCNC(=O)c2cc3c(=O)n4ccccc4nc3n(Cc3ccco3)c2=N)cc1OC	44.3%	23.0%	13.4%	10.3%	1.8%
O=C(NCC(=O)N(c1ccc(F)cc1)C(C(=O)NC1CCCC1)c1cccnc1)c1ccco1 (centres undefined)	5.3%	0.4%	-3.6%	-10.4%	12.3%
COc1cc2c(cc1OC)/C(=C/c1ccc(Br)cc1)C(=O)OC2	18.6%	12.8%	-19.2%	-10.8%	1.8%
O=C(COc1ccccc1)NNc1nc2ccccc2s1	i	1.2%	48.4µM*	6.5%	-2.3%
CCOc1ccc(NC(=O)CN2CCN(C(=O)C3CCCO3)CC2)cc1 (centres undefined)	-16.0%	2.2%	-10.1%	-5.5%	3.1%
COc1ccccc1CC(=O)NNS(=O)(=O)c1cccc([N+](=O)[O-])c1	4.0%	1.4%	2.6%	-15.1%	-8.0%
CC(/C=N/NC(=O)c1cc(-c2ccncc2)nc2ccccc12)=C\c1ccco1	21.9%	1.1%	2.4%	-4.8%	8.5%
O=C(N/N=C/C=C\c1ccccc1[N+](=O)[O-])c1cc(-c2ccc3ccccc3c2)n[nH]1	.	7.3%	.	.	0.6%
COc1ccc(CCNC(=O)COc2ccc(S(=O)(=O)N3CCOCC3)cc2)cc1	-10.1%	i	-3.4%	-2.6%	-3.6%
C=CCn1c(=O)c2c(nc(-n3nc(C)cc3C)n2C)n(C)c1=O	-10.2%	1.9%	-10.1%	4.2%	19.4%
O=c1c(-c2ccc(Cl)cc2)coc2c(CN3CCCCC3)c(O)ccc12	36.8%	0.9%	-6.5%	-8.2%	-2.6%
CC(C)n1cnc2c(oc3ccccc32)c1=O	9.6%	1.6%	7.8%	3.3%	-22.3%
CC1(C)NC(=O)N(CC(O)COc2ccc(-c3ccccc3)cc2)C1=O (centres undefined)	6.5%	i	2.9%	-6.4%	4.3%
COc1ccc2occ(C(=O)c3coc4ccc(O)c(CN(C)C)c34)c2c1	31.1%	i	14.6%	5.9%	10.7%	inhibitors of VEEV 10K pilot screen=4.6
COc1ccc(C(=O)N2CCN(c3ccc(NC(=O)c4cccnc4)cc3)CC2)cc1	12.5%	7.2%	10.1%	4.5%	-0.9%
O=C(NCCc1ccccc1)c1ccc2nc3cc(Cl)ccc3c(=O)n2c1	21.1%	0.5%	0.7%	-1.5%	1.2%
N#Cc1ccccc1Sc1ccccc1C(=O)OCc1nnc(-c2ccccc2)o1	68.2%	2.2%	1.1%	-0.9%	0.0%
CCn1c(SCc2ccc(Cl)c(Cl)c2)nnc1C(C)NC(=O)c1ccc(OC)cc1 (centres undefined)	-10.9%	i	2.9%	-6.6%	-7.5%
S=c1nc(-c2ccccc2)c(-c2ccccc2)n[nH]1	-15.8%	0.1%	1.9%	-4.7%	1.5%
Cc1cccc2sc(NC(=O)CCn3cccc3)nc12	40.0%	0.8%	-4.7%	7.5%	11.9%
CCOC(=O)N1CCN(c2cc(N(C)CCO)c([N+](=O)[O-])c3nonc23)CC1	.	i	.	.	9.4%
CCOC(=O)c1cnc(-n2nc(C)cc2C)nc1N1CCOCC1	30.8%	0.3%	-21.6%	0.8%	-17.2%
O=C(CNS(=O)(=O)c1cccc(C(F)(F)F)c1)Nc1ccccc1F	4.0%	i	1.6%	-7.8%	-1.8%
O=C(NCCCn1ccnc1)C(=O)NCc1ccc(Cl)cc1	.	2.5%	-8.4%	-8.7%	18.8%
COc1ccc(OC)c(CN2CCN(C(=O)c3cccc(S(=O)(=O)Nc4ccccc4OC)c3)CC2)c1	21.5%	10.6%	2.7%	-5.1%	1.5%
CCOC(=O)c1[nH]c2ccc(OC)cc2c1NC(=S)N1CCN(c2cccc(Cl)c2)CC1	-23.5%	1.3%	-13.0%	-6.4%	-2.8%
CCNC(=O)C1CC(=O)OC12CCCCC2 (centres undefined)	-17.4%	0.3%	1.4%	-9.9%	-4.3%
O=C(Nc1ccc(Br)cc1)c1cccc(N2C(=O)C3C4CCC(C4)C3C2=O)c1 (centres undefined)	-16.0%	1.0%	-6.3%	-1.8%	-6.5%
Cn1c(N2C(=O)CC(Cc3ccccc3)C2=O)nc2ccccc21 (centres undefined)	23.3%	1.8%	-1.3%	-1.9%	0.7%
CCOc1ccc(C2C=C(c3ccc(C)cc3)Nc3ncnn32)cc1 (centres undefined)	37.0%	.	?	1.9%	.
Cc1cccc(NC(=O)c2cc(Cl)nc3ccccc23)c1	12.1%	8.1%	-6.4%	-0.4%	6.2%
COc1ccccc1-c1nnc(SCC(=O)Nc2nc(-c3ccccc3)cs2)n1C	41.4%	6.1%	5.8%	6.1%	5.3%
CCOC(=O)CN1C(=O)N[C@@H](CCc2ccccc2)[C@@H](C(=O)OC)[C@H]1C	-6.0%	2.3%	-3.5%	-16.5%	-35.9%
O=C(NC1CC1)C(Cl)c1ccccc1 (centres undefined)	2.6%	1.1%	-0.1%	12.4%	-10.7%
COc1cccc(NS(=O)(=O)c2ccc(Br)s2)c1	14.4%	i	13.8%	10.0%	-1.8%

Five compounds out of the list, sorted by count of non-hydrogen atoms, rising.
SMILES	M. tuberculosis	inhibitors of VEEV	M. tuberculosis HTS	PhoP GFP inhibition	influenza NS1A	others
COc1cccc(NS(=O)(=O)c2ccc(Br)s2)c1	14.4%	i	13.8%	10.0%	-1.8%
S=c1nc(-c2ccccc2)c(-c2ccccc2)n[nH]1	-15.8%	0.1%	1.9%	-4.7%	1.5%
O=C(NCCCn1ccnc1)C(=O)NCc1ccc(Cl)cc1	.	2.5%	-8.4%	-8.7%	18.8%
O=C(Nc1ccc(Br)cc1)c1cccc(N2C(=O)C3C4CCC(C4)C3C2=O)c1 (centres undefined)	-16.0%	1.0%	-6.3%	-1.8%	-6.5%
CCOC(=O)c1[nH]c2ccc(OC)cc2c1NC(=S)N1CCN(c2cccc(Cl)c2)CC1	-23.5%	1.3%	-13.0%	-6.4%	-2.8%
